# Screening data from PubChem.
# OXTR potentiator – human OXTR potentiators, primary screen, fluorescence, CHO-OTR cells, Fluo-8 calcium. Fluo-8 calcium fluorescence, potentiator mode; 0% = oxytocin EC15, 100% = EC100. activation, % at 3 µM. 0.061% of 320,000 active. AID 2445, 2010;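 active means activation above that plate's cutoff, the mean activation of tested compounds plus 3 SD, cut at about 6.6% in these data, passing the limit was not always enough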;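 further: 100% uses oxytocin at 75 nM as the full agonist control; some results filed as inactive read as strong as hits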
# Target sequence (P30559 whole entry, looked up): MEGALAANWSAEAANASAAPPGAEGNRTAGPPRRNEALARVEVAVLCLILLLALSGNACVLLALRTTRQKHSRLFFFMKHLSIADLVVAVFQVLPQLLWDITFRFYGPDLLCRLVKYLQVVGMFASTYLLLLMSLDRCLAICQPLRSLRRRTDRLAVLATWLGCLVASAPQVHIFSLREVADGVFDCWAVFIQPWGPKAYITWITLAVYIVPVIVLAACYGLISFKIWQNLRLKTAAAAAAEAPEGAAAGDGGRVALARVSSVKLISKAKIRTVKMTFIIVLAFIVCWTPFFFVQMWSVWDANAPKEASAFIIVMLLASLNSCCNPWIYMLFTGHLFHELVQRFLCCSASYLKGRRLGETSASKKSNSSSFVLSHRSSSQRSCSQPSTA
#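 test system = CHO-OTR cells, human receptor | compound = single-point 3.0 µM | schedule = 6 min compound pre-incubation at room temperature, 100 s kinetic read | signal = Fluo-8 no-wash calcium dye fluorescence, excitation 470-495 nm, emission 515-575 nm | repeats = single well per compound, singlicate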
# CHRM1 PAM – human M1 muscarinic receptor positive allosteric modulators, primary screen, CHO-K1 cells, Fluo-8 calcium fluorescence, 1536-well; Muscarinic acetylcholine receptor M1 (Homo sapiens), P11229; CHO-K1 hM1, ACh EC20; 0% = ACh EC20, 100% = maximal ACh; activation, % at 3 µM; 0.088% of 360,000 active; AID 588819, 2011; in the data active means activation above about 19%, passing the limit was not always enough
# Target sequence (P11229 whole entry, looked up): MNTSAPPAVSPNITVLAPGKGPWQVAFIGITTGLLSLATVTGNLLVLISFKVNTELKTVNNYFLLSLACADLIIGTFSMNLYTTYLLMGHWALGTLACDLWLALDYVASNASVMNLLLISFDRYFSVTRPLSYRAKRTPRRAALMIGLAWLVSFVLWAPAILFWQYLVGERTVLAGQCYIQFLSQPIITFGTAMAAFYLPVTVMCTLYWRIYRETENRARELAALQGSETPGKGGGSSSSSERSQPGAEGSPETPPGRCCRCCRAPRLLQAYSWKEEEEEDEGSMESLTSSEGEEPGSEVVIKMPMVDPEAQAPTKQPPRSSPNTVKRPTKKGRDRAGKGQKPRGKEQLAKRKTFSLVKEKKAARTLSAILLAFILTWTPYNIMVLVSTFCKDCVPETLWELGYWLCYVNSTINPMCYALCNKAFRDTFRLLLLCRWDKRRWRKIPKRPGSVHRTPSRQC
# M1 antag – human M1 muscarinic receptor antagonists, primary screen, CHO-K1 cells, Fluo-8 calcium fluorescence, 1536-well; Muscarinic acetylcholine receptor M1 (Homo sapiens), P11229; CHO-K1 hM1, ACh EC80 antagonist; inhibition, % at 3 µM; 1.3% of 360,000 active;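 active means percent inhibition above its own plate's cutoff, namely the mean of that plate's compound wells plus 3 SD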;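 further: peak over basal fluorescence ratio during 140 s after agonist addition; 0% = ACh EC80 plus DMSO and 100% = DMSO alone without agonist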
# V1aR counter – agonists of human V1a receptor, primary screen, counter-screen for OXTR agonist project, fluorescence, CHO-V1R cells; Vasopressin V1a receptor (Homo sapiens), P37288; Fluo-8 calcium fluorescence, agonist mode; 0% DMSO, 100% 3 nM vasopressin; 0.25% of 320,000 active; activation, % at 3 µM;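 active means activation above the mean activation of all tested compounds plus 3 SD, per screening run, cut at about 20% in these data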;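 further: signal is peak over basal fluorescence ratio across a 100 second FLIPR read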
# CHO parental Ca – ATP-evoked calcium signal inhibitors, parental CHO, primary screen, counter-screen for OX1R antagonist project, cell-based, fluorescence, Fluo-8 calcium dye; parental CHO-K1, ATP-induced calcium, Fluo-8 fluorescence; inhibition, % at 5.6 µM; 0.63% of 330,000 active;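 active means inhibition above that plate's mean sample inhibition plus 3 SD, cut at about 26% in these data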;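 further: 0% = ATP-challenged DMSO wells and 100% = DMSO wells without ATP; some compounds past the cut are filed as inactive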
#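 material = parental CHO cells | also added = ATP as calcium-mobilizing challenge | dosing = single point at 5.6 µM | detection = intracellular calcium via Fluo-8 no-wash fluorescent dye | read-out = % inhibition | benchmarks = low control ATP plus DMSO, high control DMSO only | repeats = one well per compound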
# CHRM1 agonist – human M1 muscarinic receptor agonists, primary screen, Fluo-8 calcium fluorescence, CHO-K1 cells, HTS; activation, % at 3 µM; CHO-K1 hM1, agonist mode; 0% DMSO, 100% acetylcholine EC100; Muscarinic acetylcholine receptor M1 (Homo sapiens), P11229; 0.33% of 360,000 active;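 active means activation above the run's mean compound activation plus 3 SD, cut at about 16% in these data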;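 further: peak over basal fluorescence ratio within a 140 s kinetic read after compound addition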
# TAAR1 ag – human TAAR1 agonists, primary screen, Fluo-8 calcium fluorescence, CHO RD-HGA16 cells; vehicle wells 0%, saturating PEA agonist 100%; activation, % at 3 µM; 0.99% of 360,000 active;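 active means activation above the mean activation of all test compounds in the run plus 3 SD, cut at about 38% in these data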
#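 System: CHO RD-HGA16 cells carrying human TAAR1 plus Gα16; Incubation: 17-24 h seeding, 75 min 37 °C dye, 30 min RT; Measured by: Fluo-8 fluorescence, 5 s baseline then 140 s kinetic read; Control set: DMSO and PEA EC100; Replication: single well for each compound.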
# TAAR1 antag – human TAAR1 antagonists, primary screen, Fluo-8 calcium fluorescence, CHO RD-HGA16 cells | Trace amine-associated receptor 1 (Homo sapiens), Q96RJ0 | antagonist | inhibition, % at 3 µM | 1.5% of 360,000 active | AID 624466, 2012;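 active means inhibition above a per-plate cutoff, the mean inhibition of test compounds on that plate plus 3 SD, cut at about 49% in these data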;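 further: 0% = DMSO plus EC80 beta-PEA response and 100% = DMSO alone without agonist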
#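 System: RD-HGA16 CHO cells with stable hTAAR1 and Gα16 | Probe or stimulus: EC80 β-phenethylamine stimulus | Dosing: 3 µM, single point | Times: Dye loading 75 min at 37 °C, then 30 min room temperature | Measured by: Fluo-8 calcium-sensitive fluorescence | Read-out basis: % inhibition of agonist calcium response | Replicates: n of 1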
# OXTR ag – human OXTR agonists, primary screen, fluorescence, CHO-OTR cells, Fluo-8 calcium | Oxytocin receptor (Homo sapiens), P30559 | Fluo-8 calcium fluorescence; normalized: DMSO 0%, oxytocin 100% | activation, % at 3 µM | 0.32% of 320,000 active;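 active means activation above the mean of all tested compounds plus 3 SD, cutoff set per screening run, cut at about 20% in these data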;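 further: peak over basal fluorescence ratio from a 100 s FLIPR kinetic read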
# * marks the source's active call; other numbers are inactive results; · = not tested or not shown.
[1] COC(=O)COc1ccc(-n2cnnn2)cc1
[2] Cc1cc(C)c2cc(CN(CCO)C(=O)Nc3ccc(F)cc3)c(=O)[nH]c2c1
[3] COC(=O)c1[nH]c(C)c(/C(O)=C2\C(=O)C(=O)N(CCN(C)C)C2c2ccccc2OC)c1C (stereo not given)
[4] CCn1cc([N+](=O)[O-])c(C(=O)Nc2ccc(Br)cn2)n1
[5] Cc1ccc2ccccc2c1NC(=O)CNCc1ccccc1
[6] CC(=O)c1ccc(NC(=O)C2CCCN(c3ncnc4c3nc3n4CCCCC3)C2)cc1 (stereo not given)
[7] CC(=O)c1ccc2c(c1)C1C=CCC1C(C(=O)O)N2 (stereo not given)
[8] N#Cc1nc(Cc2ccccc2)oc1N1CCCC1
entry no.	1	2	3	4	5	6	7	8
TAAR1 antag	7	-27	-7	12	32	0	-5	19
V1aR counter	1.0	-1.4	-0.1	-0.4	·	-0.4	·	-1.2
CHRM1 PAM	5	2	-2	-2	-4	-6	1	6
OXTR potentiator	-3	-12	0	-1	·	-22	·	-10
M1 antag	-2	-5	9	7	3	4	2	-9
OXTR ag	0.1	-2.0	0.0	-0.9	·	-1.9	·	-1.6
CHO parental Ca	-3	-24	-2	-2	·	-28	·	25
TAAR1 ag	1	-4	0	-2	6	3	0	9
CHRM1 agonist	-4	-2	-2	-2	-1	-2	-2	-4

[9] Cc1ccc(NC(=O)c2ccc(CSc3nnc(-c4ccncc4)n3C)cc2)c(C)c1
[10] CC1(C(=O)O)CCCN1C(=O)c1cccc(C(F)(F)F)c1 (stereo not given)
[11] S=C(NCC1CCCO1)N1CCN(c2nc(-c3ccccc3)cs2)CC1 (stereo not given)
[12] Cn1c(CC(=O)Nc2ccccc2F)nnc1SCC(=O)NC1CCCCC1
[13] CCc1c(C)sc(NC(=O)c2cc(-c3ccc(O)cc3)on2)c1C#N
[14] O=C(NNC(=O)c1sccc1-n1cccc1)c1ccccc1
[15] Cc1cccc(NC(=S)N(CCCN2CCOCC2)Cc2ccccn2)c1
[16] CCC(=O)c1ccc(OCC(=O)OCC(=O)Nc2cccc(S(=O)(=O)N3CCOCC3)c2)cc1
entry no.	9	10	11	12	13	14	15	16
TAAR1 antag	5	-36	6	2	-18	-3	-10	28
V1aR counter	-0.6	·	9.1	-0.4	1.9	0.3	1.2	·
CHRM1 PAM	3	5	-5	9	0	-5	-2	2
OXTR potentiator	-6	·	-8	-4	-1	-7	9	·
M1 antag	-1	-10	8	-17	-6	6	4	-4
OXTR ag	-0.9	·	5.8	0.0	0.4	0.5	0.3	·
CHO parental Ca	-9	·	14	-8	4	-17	-13	·
TAAR1 ag	14	4	4	3	1	10	-1	8
CHRM1 agonist	-4	1	-3	-5	-2	-4	-7	-2

# Some entries already given, showing only TAAR1 ag:
entry | mol | TAAR1 ag
8 | N#Cc1nc(Cc2ccccc2)oc1N1CCCC1 | 9
12 | Cn1c(CC(=O)Nc2ccccc2F)nnc1SCC(=O)NC1CCCCC1 | 3
13 | CCc1c(C)sc(NC(=O)c2cc(-c3ccc(O)cc3)on2)c1C#N | 1
4 | CCn1cc([N+](=O)[O-])c(C(=O)Nc2ccc(Br)cn2)n1 | -2

# Remaining list, next part.
[17] Nc1ccccc1-c1nnc(SCC(=O)Nc2ccccc2OC(F)F)[nH]c1=O
[18] CC(=O)NC1(C(F)(F)F)NC(=O)N(CC(C)C)C1=O (stereo not given)
[19] Cc1cc(SCC(=O)NCC(c2cccs2)N2CCOCC2)c(C)cc1Br (stereo not given)
[20] Cc1ccc(S(=O)(=O)NCCC(=O)NCc2ccccn2)cc1
[21] Cc1ccc(/C=C(\C#N)C(=O)Nc2ccccn2)o1
[22] N=c1ccn(Cc2cccc(F)c2)cc1
[23] CC(C(=O)Nc1ccccc1)N(C)CCOc1ccccc1 (stereo not given)
[24] COc1cc(NC(=S)N2CCCC(CO)C2)cc(OC)c1 (stereo not given)
entry no.	17	18	19	20	21	22	23	24
TAAR1 antag	-9	-11	-10	-8	11	-7	8	-3
V1aR counter	1.9	0.6	0.5	0.1	0.2	1.2	0.4	0.9
CHRM1 PAM	4	4	2	13	3	-21	-3	5
OXTR potentiator	2	-1	-13	2	-2	0	3	-12
M1 antag	-12	-9	3	1	-3	42*	3	-4
OXTR ag	0.0	0.5	-1.1	-1.7	0.8	1.0	-0.8	-0.4
CHO parental Ca	-10	-2	-13	-11	-7	-12	-1	-5
TAAR1 ag	0	2	2	0	5	0	-3	6
CHRM1 agonist	-2	-3	-2	5	-5	-9	-7	-5

[25] CCOC(=O)CSc1nnc(Cn2nnc3ccccc32)n1-c1ccc(F)cc1
[26] CCOc1ncccc1C(=O)OCC(=O)Nc1ccc(C)c(S(=O)(=O)N2CCOCC2)c1
[27] COc1cc(OC)cc(C(=O)Nc2ccccc2C(=O)NCc2cccnc2)c1
[28] COc1ccccc1Nc1cc(N2CCOCC2)c2nonc2c1[N+](=O)[O-]
[29] COc1ccc(C(=O)N2CC3(CC(c4cccc(NC(=O)CC(c5ccccc5)c5ccccc5)c4)=NO3)C[C@H]2C(N)=O)cc1 (stereo not given in full)
[30] O=C(Nc1cccc(S(=O)(=O)Nc2ccccc2Cl)c1)c1ccc(N2CCCC2)c([N+](=O)[O-])c1
[31] N#C/C(=C\c1cn(CC(=O)N2CCCCC2)c2ccccc12)C(=O)NCc1ccc2c(c1)OCO2
[32] Cc1nn(C)c2c(=O)c(=O)c2n(C)[nH]1
entry no.	25	26	27	28	29	30	31	32
TAAR1 antag	3	-4	26	2	7	9	-4	-23
V1aR counter	0.1	2.6	1.9	0.9	1.9	0.1	0.4	1.1
CHRM1 PAM	1	-6	12	10	5	3	-7	3
OXTR potentiator	-4	-12	-11	-11	-1	-7	-10	1
M1 antag	-5	-2	-1	0	-9	10	15	-8
OXTR ag	-0.3	0.4	5.8	-0.5	-0.3	-0.5	-1.0	0.1
CHO parental Ca	-27	-7	-19	9	10	-9	-28	5
TAAR1 ag	16	5	9	1	9	-1	5	16
CHRM1 agonist	-4	-2	4	1	-5	-7	-5	-1

# Three entries from above, arranged by formula weight, low to high.
[25] CCOC(=O)CSc1nnc(Cn2nnc3ccccc32)n1-c1ccc(F)cc1
[30] O=C(Nc1cccc(S(=O)(=O)Nc2ccccc2Cl)c1)c1ccc(N2CCCC2)c([N+](=O)[O-])c1
[29] COc1ccc(C(=O)N2CC3(CC(c4cccc(NC(=O)CC(c5ccccc5)c5ccccc5)c4)=NO3)C[C@H]2C(N)=O)cc1 (stereo not given in full)
entry no.	25	30	29
TAAR1 antag	3	9	7
V1aR counter	0.1	0.1	1.9
CHRM1 PAM	1	3	5
OXTR potentiator	-4	-7	-1
M1 antag	-5	10	-9
OXTR ag	-0.3	-0.5	-0.3
CHO parental Ca	-27	-9	10
TAAR1 ag	16	-1	9
CHRM1 agonist	-4	-7	-5

# New compounds follow
[33] Cn1c(C(=O)Nc2ccc3c(c2)OCO3)cc2sccc21
[34] COC(=O)CN(c1nc(C)c(Br)c(OC)n1)S(=O)(=O)c1ccc(C)cc1
[35] CC(C)COC(=O)n1c(SCC(=O)N(C)C)nc2ccccc21
[36] COc1ccc(C(C(=O)NC(C)C)N(C(=O)CCC(=O)Nc2nccs2)c2ccccc2F)cc1 (stereo not given)
[37] O=C(COc1ccc(Cl)cc1)Nc1cccc(-c2ccc(N3CCOCC3)nn2)c1
[38] Cc1cc(=O)oc2cc(OCC(=O)N3c4ccccc4CC3C)ccc12 (stereo not given)
[39] C[C@@H](C(=O)Nc1ccc2ccccc2c1)[C@@H]1C[C@@]1(C)[C@@H](NC(=O)c1ccccc1)c1ccccc1
[40] CCOc1cc(CNCCN(C)C)c(Cl)cc1OCC(=O)NCCc1ccccc1
entry no.	33	34	35	36	37	38	39	40
TAAR1 antag	15	10	-4	9	68*	4	5	-16
V1aR counter	-1.2	-1.8	-0.5	0.9	0.1	-0.4	2.1	1.9
CHRM1 PAM	5	1	0	8	1	7	2	4
OXTR potentiator	-5	-2	6	-6	-3	-8	-7	-14
M1 antag	-8	-4	-1	-4	17	-3	-2	-1
OXTR ag	-2.3	-1.7	-0.2	-0.3	-1.7	0.1	-0.5	0.0
CHO parental Ca	-11	-16	-10	-30	-4	-6	-14	-22
TAAR1 ag	2	4	7	11	13	6	10	11
CHRM1 agonist	-2	-3	-3	-2	-2	0	2	-5

[41] CCN(C(=O)COC(=O)c1cccnc1SC)c1c(N)n(Cc2ccccc2)c(=O)[nH]c1=O
[42] CN(C)c1nc(N2CCN(c3ccccc3)CC2)c(C#N)c(=O)o1
[43] CCCCCc1ccc(-c2nnc(N)s2)cc1
[44] CC(C)(C)c1nnc(N/N=C/c2ccc(O)cc2)n(N)c1=O
[45] CCCCC1CCC(c2ccc(C(N)=O)cc2)CC1 (stereo not given)
[46] O=C(NCC1CCCCC1)c1ccco1
[47] O=C(/C=C/c1ccccc1Cl)OCC(=O)N1CCc2ccccc21
[48] COc1cc(NC(=O)C2CCN(S(=O)(=O)c3ccc(Cl)cc3)CC2)ccc1-n1cnnn1
[49] O=C(O)CCc1ccc(-c2ccccc2)n1-c1cccc(O)c1
[50] COc1ccc(C)cc1NC(=O)CSc1nnc(-c2cc(C)[nH]n2)n1N
entry no.	41	42	43	44	45	46	47	48	49	50
TAAR1 antag	-13	5	12	12	8	7	-23	7	6	-21
V1aR counter	0.5	0.0	1.3	4.2	0.3	1.8	·	2.6	0.5	0.5
CHRM1 PAM	8	2	5	6	17	-1	9	-4	2	4
OXTR potentiator	8	1	-10	1	1	-6	·	-7	0	-4
M1 antag	-9	2	-9	-6	-8	5	-6	6	-19	0
OXTR ag	1.9	1.0	-0.5	-0.2	0.5	-0.3	·	1.0	-0.9	0.7
CHO parental Ca	-14	-25	2	-7	-3	-5	·	-5	-10	-7
TAAR1 ag	3	12	7	6	-1	14	5	8	8	1
CHRM1 agonist	-4	-3	-1	-1	-6	-5	-5	-5	-5	-2
